# hcGAS lum = blocks human cGAS activity. Q8N884. recombinant h-cGAS, ATP depletion, Kinase-Glo luminescence. inhibition, % at 12.5 µM. actives 0.081% (n = 290,000). AID 1259398;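 note: 0% = vehicle reaction and 100% = reaction without DNA for no activity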
# Target sequence (Q8N884 whole entry, looked up): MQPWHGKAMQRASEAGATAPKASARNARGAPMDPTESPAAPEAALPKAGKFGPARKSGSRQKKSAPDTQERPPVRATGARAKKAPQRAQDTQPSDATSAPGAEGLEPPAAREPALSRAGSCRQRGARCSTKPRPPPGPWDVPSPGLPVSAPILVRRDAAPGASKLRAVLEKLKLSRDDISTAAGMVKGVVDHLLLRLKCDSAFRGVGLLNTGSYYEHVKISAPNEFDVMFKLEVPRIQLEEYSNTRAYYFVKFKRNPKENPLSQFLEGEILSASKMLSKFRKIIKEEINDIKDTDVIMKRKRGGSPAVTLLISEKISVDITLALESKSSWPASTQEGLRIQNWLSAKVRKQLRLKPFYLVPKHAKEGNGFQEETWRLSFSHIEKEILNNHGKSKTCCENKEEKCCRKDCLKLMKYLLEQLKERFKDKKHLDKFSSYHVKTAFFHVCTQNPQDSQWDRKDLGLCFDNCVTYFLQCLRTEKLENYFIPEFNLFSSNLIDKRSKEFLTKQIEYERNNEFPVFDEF
# mcGAS inh = mouse cGAS inhibition by luminescence | Q8C6L5 | recombinant cGAS, Kinase-Glo ATP depletion luminescence | inhibition, % at 12.5 µM | actives 0.15% (n = 160,000) | AID 1259399;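 note: 0% = negative control wells and 100% = reference inhibitor with no enzyme activity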
# NPYLR7 agonist = activates Aedes aegypti NPYLR7 receptor; HEK293T NPYLR7/Galpha15, GCaMP6s calcium fluorescence; activation, % at 10 µM; actives 0.15% (n = 270,000); in the data active = activation above about 40%;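 note: 0% = vehicle and 100% = reference agonist at the receptor; some compounds past the cut are filed as inactive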
# The depositor's hits bear a star; / = no result given; & = joins results of further samples. Cut-off read from the data, not from the text of the source, unless noted: active = inhibition above about 40%; inactive = the rest.
Molecule,hcGAS lum,mcGAS inh,NPYLR7 agonist
Cc1nc2n(n1)C(=O)C(C(c1ccccc1Cl)N1CCN(CCO)CC1)S2 (stereo not given),-4,-5,8
CC1(C(=O)O)CC(=O)N=C2C=CC(Cl)=CN21 (stereo not given),-4,-7,1
C=C(CC)C(=O)c1ccc(OCC(=O)O)c(Cl)c1Cl,-2&-4&-3,39,-6&-12&-1
c1csc(-c2nnn(CN3CCC(c4nc5ccccc5s4)CC3)n2)c1,5,/,4
CNS(=O)(=O)c1ccc(N2CCCC(c3noc(C)n3)C2)nc1 (stereo not given),-9,/,1
CC(C)(C)c1nnc(NC(=O)NCCN2CCCCC2=O)s1,-3,-8,-2
CCn1c(N2CCOCC2)n[nH]c1=S,-3,-5,1
Cc1cc(C)c2c(c1)c(C)cc1n[nH]c(=S)n12,-2,/,-4
COC(=O)CCCc1csc(N)n1,-3,-11,1
CC(N)=C1C(=O)OC(C)(C)OC1=O,-6,/,12
CC(C)Oc1ccc(NC(=O)Cc2cccs2)cc1Cl,-29,/,-1
Cc1nn(C)c(Cl)c1S(=O)(=O)N1CCCC(N2CCCC2=O)C1 (stereo not given),-7,-15,7
Cc1ccccc1-n1nc(C)c(-c2ccccc2)c1NC(=O)CN(CC(C)C)S(=O)(=O)c1ccc(C(C)(C)C)cc1,-6,-5,18
COc1cc2c(cc1OC)C(=O)CSC(c1cccs1)N2 (stereo not given),-2,-4,4
O=C(c1cc2ccccc2s1)N1C[C@H](Oc2ccccn2)[C@H]2C[C@@H]1CC[C@H]2O,-4,-9,24
CCCc1cc(C(=O)N2CCN3C(=O)CNC(=O)C3C2)ccn1 (stereo not given),-4,-21,1
CCCCC(=O)Nc1sc2c(c1-c1nc3ccccc3s1)CCN(C(=O)OCC)C2,-3,/,7
Cc1ccc(Cl)cc1NC(=O)CNc1ccc(NC(=O)C2CC2)cc1,-9,-18,3
O=C1CC2(C(=O)N1CCCN1C(=O)c3ccccc3C1=O)C(=O)N(CCCCOc1ccccc1)c1ccc(F)cc12 (stereo not given),-1,-7,-9
O=C(NCCN1C(=O)SC(=Cc2cccs2)C1=O)c1ccccn1,-10,/,-7
COC(=O)c1cccc2c1CN(C(=O)CN1C(=O)C3SCCN3C(=O)c3ccccc31)CC2 (stereo not given),0,/,-1
COc1ccc(NC(=O)C2CCN(C(=O)CNC(=O)COC3C[C@@H](C)CC[C@@H]3C(C)C)CC2)cc1 (stereo not given in full),-5,-8,29
COCCn1c(SCC(=O)N2CCCC2)nc2c(c1=O)SCC2,0,-1,-3
Cn1nc(NC(=O)c2ccccc2C(F)(F)F)c2c1NC(=O)CC2c1ccco1 (stereo not given),1,-1,-16
O=S1(=O)CCN2N=C(SCc3ccccc3)SC2=N1,-13,/,1

# Reprinted from the part before: 4 entries, followed by the next part.
Molecule,hcGAS lum,mcGAS inh,NPYLR7 agonist
COc1ccc(NC(=O)C2CCN(C(=O)CNC(=O)COC3C[C@@H](C)CC[C@@H]3C(C)C)CC2)cc1 (stereo not given in full),-5,-8,29
COCCn1c(SCC(=O)N2CCCC2)nc2c(c1=O)SCC2,0,-1,-3
Cn1nc(NC(=O)c2ccccc2C(F)(F)F)c2c1NC(=O)CC2c1ccco1 (stereo not given),1,-1,-16
O=S1(=O)CCN2N=C(SCc3ccccc3)SC2=N1,-13,/,1
O[C@@H]1CN(Cc2ccsc2)CC[C@H]1N1CCN(c2ccccc2F)CC1,-5,/,20
CC1CN(C(=O)CCCSc2nnc(-c3ccc(Cl)cc3)n2-c2ccccc2)CCN1C(=O)/C=C/c1ccccc1 (stereo not given),-3,-4,-4
Cc1cc(C)c2c(n1)nn1c(N3CCN(c4ccccc4)CC3)cc(C)nc21,-6,-7,1
N#Cc1nc(COc2ccccc2Cl)oc1N1CCCC1,-6,/,3
Cc1ccc2c(c1)N(C)C(=O)c1cc(NS(=O)(=O)C(C)C)ccc1O2,10,/,-1
CC(C)NC(=O)c1cc2n(n1)CCN(Cc1ccccc1Cl)C2=O,-6,-5,0
O=C(CNC(=O)c1cccc(F)c1)N=Nc1c(O)n(Cc2ccccc2)c2ccccc12,2,1,3
Nc1ccc(N2CCOCC2)c(S(=O)(=O)Nc2ccc(Cl)cc2)c1,-4,/,-9
O=C(c1ccco1)N(Cc1ccc(OCc2nc(CO)cs2)cc1)C1CC1,-1,1,-1
c1ccc2sc(CN3CCCC3c3nc4ccccc4s3)nc2c1 (stereo not given),2,-4,1
Cc1ccc(NC(=O)CC(=O)N2CCCC2c2cc(C(C)C)on2)cc1 (stereo not given),-5,/,14
O=C1NCCN2CCN(C(=O)C3CCN(c4ncccn4)CC3)CC12 (stereo not given),8,/,-7
Cc1ccccc1-n1ncc(C(C)NC(=O)CCn2cnnn2)c1C (stereo not given),-11&-5,/,3&8
O=C(CCc1cccc(F)c1)Nc1cnc2n1CCCC2,3,/,1
Nc1nc(CCC(=O)N2CCCC(N3CCC(CO)CC3)C2)cs1 (stereo not given),-7,/,8
CC(C)c1nc(SCC(=O)N2CCCCC2C)n[nH]1 (stereo not given),1,/,2
CCOC(=O)C(C(C)=O)C1(C(O)c2ccc(CC)cc2)C(=O)c2ccccc2C1=O (stereo not given),-1,-6,-3
Cc1noc(C(C)C)c1C(=O)NC1CC1c1cccc(F)c1 (stereo not given),7,/,-24
Cc1ccc(CN(Cc2ccccc2)C(=O)CN(C(=O)c2ccc(-c3ccccc3)cc2)C(C)C)s1,-11,-5,17
COc1ccc(CN2CCNC(=O)C2CC(=O)NCCc2cccnc2)c(OC)c1 (stereo not given),-4,/,-5
CCOc1ccccc1-n1c(=O)[nH]c2c(C(N)=O)nc(-c3ccccc3)nc21,-10,/,10
CC(C)CC1(CNC(=O)CS(=O)(=O)C(C)C)CCCC1,-9,/,0
CC(=O)Nc1ccc(SCC(=O)NC(=O)c2ccccc2Br)cc1,-5,/,2
Cc1cccc(COCC2CN(C(=O)C(C)Oc3cccc(Cl)c3)CCO2)c1 (stereo not given),4,/,-2
O=C(c1scc2c1OCCO2)N1C[C@H]2CC=CC[C@H]2C1,0,-3,-4
O=S(=O)(Cc1ccccc1)N(CCCCO)C1CC1,2,/,5
CCc1c(-c2ccncc2)nn(C(=O)c2ccccc2C)c1N,-5,/,7
O=C(NCc1cccnc1)c1csc(-c2cc3ccccc3[nH]2)n1,-8,/,3
COc1ccccc1-n1cc(CN2CCC3(CC2)CC3C(=O)NCCC2=CCCCC2)cn1 (stereo not given),-10,-11,36
CC(CCc1ccccc1)NC(=O)c1csc(CSc2nnc(-c3ccccc3Cl)n2-c2ccccc2Cl)n1 (stereo not given),-6,-5,11
CC1(C(=O)NC2CCC2)CCN1C(=O)C1(c2ccccc2)CCCC1 (stereo not given),-9,-5,14
CC(C)(C)C(=O)C=c1[nH]c(=O)c(=Cc2ccc3c(c2)OCO3)s1,-5,/,5
CCCCc1ncc(-c2c(-c3ccccc3)ncn2C2CCNC2)[nH]1 (stereo not given),-3,/,1
CCc1nn2c(N)c(C=C3C=C(Br)C=CC3=O)c(=O)nc2s1,-1,-4,-1
COc1ccc(C2C(C(=O)c3ccco3)=C(O)C(=O)N2CCN2CCOCC2)cc1 (stereo not given),-2,-4,17
O=C(CSc1nc2ncccc2c(=O)n1-c1ccccc1)Nc1ccccc1,-10,/,0
COc1ccccc1C1CCCN1C(=O)c1ccc(-n2cnnc2)cc1 (stereo not given),-6,/,3
CCOC(=O)NCCN1C(=O)SC(=Cc2cccs2)C1=O,-7,-7,-1
Cc1cc(F)ccc1Oc1cc(N2CCN(C(=O)c3ccccc3C)CC2)ncn1,-9,-7,-10
NS(=O)(=O)c1ccc2c(c1)CCN2CC(=O)Nc1ccc(Cl)cc1,-1,/,-2
O=C(CN1CCCCCCC1=O)Nc1c(F)cccc1-n1cccn1,-8,/,5
Cc1cc(Cl)ccc1OC(C)c1nnc(SC/C=C/c2ccccc2)o1 (stereo not given),-7,-6,2
CCc1cc(C(=O)N2CCCC(CCC(=O)Nc3ccc(F)cc3C)C2)n(C)n1 (stereo not given),-11,-11,13
CCOC(=O)c1ccccc1NC(=O)c1sc2cc3c(cc2c1Cl)OCO3,-4,-8,35
Cc1oc(C)c(-c2ccccc2)c1C(=O)Nc1ccc(-c2ccccc2)cc1,-6,-4,27
Cc1nnsc1C(=O)N1CCCC(N(C)C)CC1 (stereo not given),-5,/,13
COc1cccc(-c2nnc3ccc(OCCNC(=O)NC4CCCCC4)nn23)c1,-4,0,-7
Fc1ccc(-c2noc3nc(Oc4cccnc4)ccc23)cc1,-2,-4,3
COc1ccccc1OC1CN(C2CCN(C(=O)c3ccccc3)CC2)C1,-6,/,8
CCC(C)NC(=O)c1ccc(CSc2nnc(C)n2-c2cccc(C(F)(F)F)c2)cc1 (stereo not given),-4,-6,16

# Later entries:
Molecule,hcGAS lum,mcGAS inh,NPYLR7 agonist
CCOC(=O)c1nn(-c2ccccc2)c(=O)cc1NC(=O)c1ccc(-c2ccccc2)cc1,-1,-5,/
O=C(Nc1cccc(Cc2nc3cc(Cl)ccc3o2)c1)C1CCC1,-3,0,4
Cn1c(SCc2ccccn2)ncc(C(=O)Nc2ccc(Cl)cc2)c1=O,-1,/,5
Cc1ccc(-c2nc(CN3CCCC(O)C3)co2)cc1 (stereo not given),-5&2,/,0&-7
O=C(Oc1coc(CSc2ncccn2)cc1=O)c1ccccc1,0,3,-21
Cc1ccc(C(=O)N2CCc3c(c(C(=O)N4CCNC(=O)C4)nn3CCCc3ccccc3)C2)s1,7,-3,15
O=C(Nc1ccc(-c2noc(-c3ccco3)n2)cc1)c1cccc(Br)c1,0,/,-5
O=C(O)c1ccccc1N1C(=O)C2CC=CCC2C1=O (stereo not given),-7,-4,-3
CCCCc1ccc(C(=O)Nc2ccc(C3SCC(=O)N3c3ccc(OC)cc3)cc2)cc1 (stereo not given),-2,-4,11
Cc1csc(C2(NC(=O)c3cc4c(cc3F)NC(=O)CC4)CCCC2)n1,-7,-17,-8
CCN(CC)CCCn1c2c(c(SCC(=O)Nc3cccc(NC(C)=O)c3)nc1=O)CCC2,6,-4,0
CNC(=O)[C@@H]1C[C@@H](N)CN1C(=O)Cc1c[nH]c2ccccc12,-5,-9,-6
Cn1cnnc1CCNC(=O)c1ccn(-c2ccc(F)cc2)n1,-7,-17,16
CC1CCN(C(=O)NCCCOC2CCOCC2)C1 (stereo not given),-9,/,1
CC/C=C(/C)C(=O)N1CCCN(S(=O)(=O)c2ccccc2)CC1,5,/,3
O=C(OCN1C(=O)c2ccccc2C1=O)c1ccccc1,-15,/,22
CC(CNC(=O)Cn1cnc2c(cnn2C)c1=O)c1ccccc1 (stereo not given),-14,/,16
CCCCCc1ccc(C(=O)N(Cc2ccccc2)C(CC)c2nc3ccccc3c(=O)n2-c2cccc(C)c2)cc1 (stereo not given),-1,-5,/
CCc1ccc(-c2noc(CSc3nnc(-c4ccc5c(c4)OCO5)o3)n2)cc1,-10,/,2
COc1ccc(C=NNc2nn[nH]n2)cc1OC,-3,/,11
CS(=O)(=O)NC1CCN(Cc2ncc[nH]2)CC1,-2,/,-3
COC(=O)C(C)(Cc1ccccc1)NC(=O)c1ccc(-n2nc(-c3cccc(Cl)c3)cc2N)cc1 (stereo not given),-1,1,-10
Cc1ccc(NC(=O)Cn2cccc(-c3nc(-c4ccc(Cl)cc4)no3)c2=O)c(C)c1,1,-5,1
Cc1nccc(-c2cccc(N3C(=O)[C@H]4C[C@H]4C3=O)c2)n1,-4,-5,-5
CCOC(=O)C(C)n1cnc2c(nnn2Cc2ccccc2F)c1=O (stereo not given),-3,/,7

# Shown with two lines to a compound: entries from further up.
# Value order – hcGAS lum | mcGAS inh | NPYLR7 agonist
- O[C@@H]1CN(Cc2ccsc2)CC[C@H]1N1CCN(c2ccccc2F)CC1
→ -5 | / | 20
- CC1CN(C(=O)CCCSc2nnc(-c3ccc(Cl)cc3)n2-c2ccccc2)CCN1C(=O)/C=C/c1ccccc1 (stereo not given)
→ -3 | -4 | -4
- Cc1cc(C)c2c(n1)nn1c(N3CCN(c4ccccc4)CC3)cc(C)nc21
→ -6 | -7 | 1

# Carrying on:
Molecule,hcGAS lum,mcGAS inh,NPYLR7 agonist
CC(=O)CC1(O)C(=O)Nc2ccc(I)cc21 (stereo not given),2,/,7
COCC(C)Nc1nc(-c2cc(C)sc2C)cs1 (stereo not given),-13,/,9
CC(CNC(=O)c1cc(Cn2cnc3ccccc32)[nH]n1)N1CCCC1 (stereo not given),-3,/,13
COc1ccc(OC)c(CN2CCCn3cccc3C2c2ccccc2C)c1 (stereo not given),-3,-5,22
CCN(CC)C(=O)[C@@H]1C[C@H](N)CN1C(=O)c1c(C)nn2c(C)cc(C)nc12,-6,/,2
Cc1noc(C)c1C(=O)NCc1ccccc1F,-6,-8,-4
COc1ccc2c(c1)CCc1c(-c3ccc(C(=O)NCCc4ccc(F)cc4)cc3)n[nH]c1-2,-6,-7,18
CC(C)(C)c1ccc(OCc2ccc(C(=O)OCC#N)cc2)cc1,-6,-9,1
COCCn1cnnc1CNC(=O)c1cc2ccccc2n1C,-5,/,-2
COc1ccccc1CNC(=O)CCc1cc2c(n1-c1ccc(C)cc1F)-c1ccccc1OC2,-7,-11,1
COCCN(CC(=O)N(CCc1c[nH]c2ccccc12)Cc1ccc(OC)c(OC)c1)C(=O)C(Cl)Cl,-9,-5,/

# Source: PubChem
